# Screens from PubChem.
# b-catenin transl – modulators of beta-catenin nuclear translocation; HeLa beta-catenin nuclear translocation, immunofluorescence imaging; nuclear translocation activity, % at 5 µM; hit rate 0.3% among 190,000;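 active = nuclear translocation activity above 50% at 5 µM, with a well cell count of 50 or more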;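 also: per-cell ratio of nuclear to cytoplasmic median beta-catenin stain intensity; plate controls were DMSO negative control for no effect and GSK-3 inhibitor IX positive control for full effect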
#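 Test system: human HeLa cells, native beta-catenin. Compound dosing: 5 µM primary single dose, 0.1% DMSO, 0.02–20 µM confirmation series. Incubation: compound exposure 24 h at 37°C. Detection: beta-catenin immunostaining with DAPI counterstain, 20x imaging, 6 fields/well. Read-out basis: Nuclear/cytoplasmic beta-catenin signal ratio, % activation.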
# Autophagy HCS – autophagy modulation, high-content screen; calls only at 10 µM (by protocol); MEF GFP-LC3 puncta imaging; test concentration mostly 10 µM; AID 463193; hit rate 0.98% among 190,000;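 active = percentage of spot-positive cells more than 3 SD above its plate mean, without a fluorescence outlier flag or 80% toxicity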;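 also: spot-positive cell cutoff set from DMSO-treated cells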
# CSM14.1 death rescue – rescue of cells from ER stress-induced death, primary screen, 384-well, CSM14.1, thapsigargin, ATP luminescence (AID 1222); 190,000 tested, under 10 active; cellular ATP content (survival), % at 20 µM, or EC50 in µM where a hit was titrated; CSM14.1 thapsigargin-induced death rescue, ATP luminescence; higher % means a stronger effect;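 active = EC50 below 50 µM in the dose-response confirmation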;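 also: death triggered by thapsigargin at about 15 µM added after 2 h compound pretreatment; cell ATP read after overnight thapsigargin exposure of roughly 18 to 22 hours; normalized against plate controls of thapsigargin alone and 5% DMSO vehicle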
# XIAP displacement – XIAP antagonists, biochemical, IAP family, fluorescence polarization (AID 1018); XIAP BIR domain, fluorescence polarization peptide displacement; higher % means a stronger effect; one-dose displacement, % at 20 µM; IC50 in µM for titrated hits; hit rate 0.007% among 200,000; in the data active = displacement above about 50%; also: a part of the inactive calls stands beside numbers as strong as those of hits
# WT yeast gro inh – growth inhibition of WT yeast, mitochondrial fusion screen | hit rate 2.1% among 190,000 | inhibition, % at 10 µM | AID 1362 | mitochondrial fusion phenotypic screen, WT strain; in the data active = inhibition above about 58%; tested in S. cerevisiae
# Insulin prom up – MIN6 insulin promoter up-regulation. z-score at 5 µM. AID 1625. hit rate 0.3% among 190,000. MIN6 insulin promoter-GFP reporter, high-content imaging; hits give high values;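 active = z-score above 3 at 5 µM with at least 500 cells counted in the well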
# Dynein transport – blocks dynein driven cargo transport along microtubules. 3617.4 mouse cells, GR-EGFP nuclear translocation imaging; test concentration mostly 20 µM; stimulated with dexamethasone, 1 µM; hits give low values. z-score, hits read low. hit rate 0.47% among 220,000. AID 1381;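 active = plate z-score of nuclear minus cytoplasmic receptor signal below a set negative limit, without overly bright fluorescence or cell loss, cut at about -3.5 in these data, passing the limit was not always enough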;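 also: z-score of nuclear minus cytoplasmic ring GR-EGFP intensity difference per well; some compounds called inactive have numbers as strong as hits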
#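 Buffer or medium: tetracycline-free induction medium containing charcoal-stripped FBS / Reagent: dexamethasone agonist, 1.0 µM final, for 30 min / Technique: automated 10x imaging of fixed Hoechst-stained cells / Times: induction 48 h, compound 1 h, agonist 30 min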
# Hep lipid drop – hepatic lipid droplet formation modulation | AML12 mouse hepatocytes, oleate lipid droplets, BODIPY imaging | inhibition, % at 6.5 µM | hit rate 0.4% among 240,000;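 active = lipid droplet intensity inhibited by at least 50%, with more than 500 cells counted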
#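 Assay system: AML12 mouse liver cells | Compound: 6.5 µM single-point dosing | Schedule: Overnight exposure | Technique: Fluorescence imaging, 20x objective, two fields per well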
# MT stabilize HCS – microtubule stabilizers in HeLa cells; % tubulin-high responders, % at 10 µM; hit rate 0.83% among 200,000; HeLa tubulin immunostaining HCS, 24 h; share of cells brighter than vehicle mean+2SD; AID 2205;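 active = plate Z-score above 3 for both tubulin-high and condensed-nucleus cell shares, with cell loss under 80%, at 10 µM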;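 also: anti alpha tubulin signal scored within the nucleus-defined area of each cell; some results filed as inactive read as strong as hits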
# WT yeast gro inh mutant strain – recorded beside WT yeast gro inh, whose call it bears; inhibition, %; mitochondrial fusion phenotypic screen, mutant strain inhibition
# Dynein transport cytoplasmic EGFP – second read-out of Dynein transport, no call of its own (marks repeat the call); z-score; measured here: cytoplasmic GR-EGFP intensity; hits give high values
# Dynein transport nuclear GR-EGFP – also measured in Dynein transport; calls as there; z-score; measured here: nuclear GR-EGFP intensity;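 lower value marks the stronger effect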
# Dynein transport cell count – further read-out of Dynein transport, marked with its call; z-score; measured here: cell count per field
# Insulin prom up cell count – also measured in Insulin prom up; calls as there; cell count; measured here: cytotoxicity, nuclei count;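 total cells summed across four imaged fields per well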
# Hep lipid drop cells 6.5 µM – second read-out of Hep lipid drop, no call of its own (marks repeat the call); cell count; measured here: cell count, cytotoxicity flag;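 cells counted across two imaged fields per well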
# b-catenin transl cell count 5 µM – also measured in b-catenin transl; calls as there; cell count; measured here: cell count, cytotoxicity flag
# MT stabilize HCS Hoechst-high % – further read-out of MT stabilize HCS, marked with its call; % Hoechst-high responders; measured here: nuclear condensation Hoechst responders;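 share of cells brighter than vehicle mean plus two SD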
# MT stabilize HCS cytotoxicity % – further read-out of MT stabilize HCS, marked with its call; toxicity, %; measured here: cytotoxicity by cell density;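 0% = mean cell density of plate MIN control wells and 100% = no cells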
# Autophagy HCS cell loss 18 h – also measured in Autophagy HCS; calls as there; toxicity, %; measured here: cell loss, nuclei count;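 cell loss after 18 h compound exposure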
# Starred values were filed as active, the others as inactive; i = inactive; nt = no result given.
Molecule	Dynein transport nuclear GR-EGFP	Insulin prom up cell count	XIAP displacement	Insulin prom up	b-catenin transl cell count 5 µM	Autophagy HCS	WT yeast gro inh mutant strain	Dynein transport cell count	Dynein transport	CSM14.1 death rescue	MT stabilize HCS cytotoxicity %	MT stabilize HCS	Hep lipid drop cells 6.5 µM	MT stabilize HCS Hoechst-high %	Autophagy HCS cell loss 18 h	WT yeast gro inh	Hep lipid drop	Dynein transport cytoplasmic EGFP	b-catenin transl
Cc1cc(OC(=O)CNC(=O)OC(C)(C)C)c2c(C)cc(=O)oc2c1	0.94	1081	-5.8%	0.28	542	i	77	-1.6	1.5	2.3%	8.7	3.5	nt	2.2	-5	11	nt	-0.074	12
COc1ccc(-n2nc(N)c3c(=O)oc(N(C)C)nc32)cc1	-0.15	1660	-2.4%	0.4	1355	i	-16	-0.13	0.56	-1.2%	6.9	1.5	nt	2.1	-11	-6	nt	-0.21	-0.4
COc1ccc(C(=O)O)cc1NS(=O)(=O)c1cccc2nsnc12	0.17	1096	-8.3%	0.89	1034	i	3	0.36	-0.85	nt	0.6	4.8	382	2.9	2	10	1	-0.3	-0.4
CCCN1CCC(NC(=O)Nc2ccc(Br)cc2)CC1	-0.27	1438	-0.3%	0.14	1491	i	2	0.64	-0.36	-1.6%	4.3	2.8	686	1.5	1	13	12	-0.3	-0.1
Cc1cc(CNC(=O)c2cccc([N+](=O)[O-])c2C)c2ccccc2n1	0.7	675	-6.8%	-0.26	986	i	-14	-1.3	1.3	-0.8%	7.9	3.7	656	2.7	7	-2	4	0.089	1.1
CCOc1ccc(C(=O)N[C@H](C(=O)Nc2cccc(S(=O)(=O)N3CCCCC3)c2)C(C)C)cc1	0.9	1277	-5.1%	0.86	1142	i	-1	-0.12	1.3	-1.1%	19	3.1	635	2.9	-2	0	29	-0.22	-1.7
N#CCCn1cc(/C=N/O)c(-c2ccc(F)cc2)n1	-0.36	nt	-1.4%	nt	nt	i	32	0.47	-0.94	-0.8%	6.2	1.6	840	1.1	-8	20	8	-0.39	nt
O=C(Cc1ccccc1)Nc1cccc(-c2nc3ncccc3o2)c1	-0.52	1471	-5.6%	0.45	nt	i	2	0.59	-1.2	nt	8.6	1.4	534	1.5	-4	1	-25	-0.049	nt
Cc1cccc(C(=O)Oc2ccccc2-c2nnco2)c1	1.3	1234	-3.2%	-0.03	1266	i	0	-0.96	2	5.2%	13	1.0	791	1.1	3	-22	18	0.28	-4.0
CCOc1cc(/C=C2/SC(=S)N(CC3CCCO3)C2=O)ccc1O (stereo not drawn)	0.26	nt	-7.0%	nt	945	i	11	0.54	0.28	0.0%	7.5	4.5	755	1.2	3	-2	-34	-0.087	1.6
CSc1nc(N2CCN(CCO)CC2)c2sc3nc(-c4ccco4)c4c(c3c2n1)CCC4	nt	1321	-6.7%	0.74	882	nt	84*	nt	nt	-6.8%	nt	nt	nt	nt	nt	93*	nt	nt	-0.7
CCn1c(COc2ccc3c(c2)CCCC3)nnc1SCC(=O)Nc1ccc(C(=O)OC)cc1	-0.52	1526	-10%	-0.84	1112	i	3	0.89	-0.84	0.6%	11	2.7	690	2.9	9	-2	1	-0.26	1.0
CCOC(=O)C(=CNc1ccc(Oc2cncc(Cl)c2)nc1)C(=O)OCC	1.6	1111	nt	-0.07	1300	nt	nt	-2.6	2.1	nt	nt	nt	697	nt	nt	nt	3	-0.053	-0.4
O=C1/C(=C\c2cccnc2)Sc2ccccc21	0.064	1487	-3.0%	0.56	1120	i	15	0.79	0.069	0.7%	3.7	3.0	559	1.4	7	15	-1	-0.25	-1.8
O=C(NC1CCCCC1)N1CCCC1	-0.53	nt	-4.4%	nt	1081	i	2	0.27	0.17	0.9%	3.2	4.5	761	1.5	-1	-6	-36	-0.17	-1.1
O=C(Cn1c2ccccc2c(=O)c2ccccc21)Nc1cccc(F)c1	1.2	1434	-4.7%	-0.06	1029	i	0	-1.3	1.1	2.6%	6.3	5.6	591	2.1	19	-4	-3	-0.25	0.3
CNc1nc(N)c(C(=O)C23CC4CC(CC(C4)C2)C3)s1	-0.42	1347	-7.2%	0.42	1456	i	7	0.54	-0.38	-0.1%	8.8	5.5	720	1.0	13	-13	-4	-0.27	0.4
O=C(COc1cccc(NC(=O)c2cccc([N+](=O)[O-])c2)c1)c1ccc(F)cc1	nt	819	60%*	-1.5	1193	i	24	nt	nt	-0.5%	8.5	0.8	755	1.3	-11	52	-4	nt	-1.9
c1cncc(-c2nc(-c3ccc4c(c3)OCO4)cs2)c1	1.4	1328	-4.3%	0.27	1189	i	16	-2	2.4	-4.4%	1.3	3.1	782	2.4	9	6	-2	-0.11	-0.9
O=C(CSc1nc2[nH]ncc2c(=O)n1-c1ccccc1)NCc1cccs1	-0.4	1074	-9.4%	-0.07	1011	i	0	1.2	-0.73	-0.8%	6.8	4.2	664	3.2	1	-8	-5	-0.35	-1.6
CC(CNC(=O)C(=O)NC(C)CCc1ccccc1)Cc1ccccc1 (stereo not drawn)	0.47	1518	-16%	0.12	1415	i	-6	-0.27	-0.44	-2.0%	5.1	2.0	nt	2.0	18	-14	nt	-0.16	-0.1
Cc1oc2cc(OC(C)C(=O)O)ccc2c(=O)c1Oc1ccccc1 (stereo not drawn)	0.063	1736	-5.3%	1.3	894	i	5	0.89	-0.33	-1.0%	5.1	1.2	nt	1.6	10	14	nt	1.1	-4.6
Cc1cc(OCC(=O)N(C)c2ccccc2)cc2c1C(=O)CC(C)(C)O2	-0.29	1534	nt	-0.85	1164	nt	nt	0.58	-0.53	nt	nt	nt	722	nt	nt	nt	-16	-0.25	-2.6
NC(=O)CSc1cn(Cc2cccc(F)c2)c2ccccc12	0.34	1652	-3.3%	-0.07	1068	i	-17	-0.6	1.5	-0.8%	3.7	2.0	653	2.4	-4	6	0	-0.18	-5.0
Cn1c(SCc2ccccc2)nnc1-c1cccs1	0.43	1172	-2.1%	0.38	1036	i	-10	-0.72	0.78	-3.6%	7.7	1.2	nt	2.2	-21	-4	nt	-0.17	-8.5
COc1ccccc1/C=C/C(=O)NC(=S)Nc1ccc(S(=O)(=O)N(C)c2ccccc2)cc1	-0.38	nt	-9.2%	nt	nt	i	19	0.33	-0.23	-0.8%	6.1	1.8	nt	2.1	-1	30	nt	0.021	nt
CCOc1ccccc1C(=O)NC(C(=O)OCC(=O)Nc1nnc(-c2ccccc2)o1)C(C)C (stereo not drawn)	-0.086	1448	-11%	0.08	1097	i	-9	0.71	-0.5	1.6%	15	2.4	695	1.8	-9	12	-3	-0.2	-0.1
O=C(Nc1cnn(Cc2ccc(F)cc2)c1)c1cnn2c(C(F)F)cc(-c3ccccc3)nc12	0.86	811	nt	-1.4	1294	nt	nt	-0.43	0.55	nt	nt	nt	692	nt	nt	nt	0	-0.25	0.2
COCCNC(=O)CSc1nc2cc(OC)c(OC)cc2c(=O)n1CCc1ccc(S(N)(=O)=O)cc1	0.32	1169	1.7%	-1.3	1099	i	0	-0.43	1.4	-1.0%	0.1	3.8	786	2.7	1	1	-3	-0.18	-0.2
O=C(Nc1nnc(C2CC2)o1)c1ccc(S(=O)(=O)N2CCCc3ccccc32)cc1	0.61	1019	-7.9%	-0.06	1127	i	21*	-0.44	0.76	4.1%	0.3	2.6	nt	3.4	6	63*	nt	-0.1	2.3

# New compounds follow:
Molecule	Dynein transport nuclear GR-EGFP	Insulin prom up cell count	XIAP displacement	Insulin prom up	b-catenin transl cell count 5 µM	Autophagy HCS	WT yeast gro inh mutant strain	Dynein transport cell count	Dynein transport	CSM14.1 death rescue	MT stabilize HCS cytotoxicity %	MT stabilize HCS	Hep lipid drop cells 6.5 µM	MT stabilize HCS Hoechst-high %	Autophagy HCS cell loss 18 h	WT yeast gro inh	Hep lipid drop	Dynein transport cytoplasmic EGFP	b-catenin transl
COc1ccc(-n2cc(CNC3CCN(C)CC3)c(-c3cccc(F)c3)n2)cc1	0.49	1065	-10%	-1.2	913	i	46*	0.21	0.34	-4.1%	0.0	3.4	669	2.3	19	59*	-12	-0.25	1.2
COC(=O)c1cc(Br)ccc1NC(=O)Nc1ccccc1	0.27	536	-12%	-0.45	503	i	-2	0.25	0.28	-2.3%	9.2	2.4	693	1.6	4	-5	-1	-0.055	2.1
O=C(O)c1cc(CN2CCOCC2)oc1-c1ccccc1	0.23	1278	-0.8%	-0.11	nt	i	-8	0.74	0.32	0.1%	4.3	2.9	769	2.0	-10	56	22	-0.24	nt
COC(=O)/C=C1\N/C(=N\c2nc(C)cc(C)n2)N(c2ccccc2)C1=O	0.28	1370	nt	-0.03	1184	nt	nt	-1.6	0.41	nt	nt	nt	740	nt	nt	nt	1	0.073	0.1
Cc1cccc(Sc2c(C=O)c3ccccc3n2C)c1	-0.21	nt	-2.3%	nt	nt	i	2	0.052	-0.17	4.4%	6.7	2.7	nt	1.2	-19	3	nt	-0.2	nt
C=CCNC(=O)c1ccc(S(=O)(=O)CC)c(Cl)c1Cl	-0.26	1477	-4.6%	0.22	1039	i	4	1.5	-0.71	1.0%	6.1	4.0	695	1.2	26	3	5	0.11	0.3
O=C(CCCN1C(=O)/C(=C/c2ccco2)SC1=S)Nc1ccccc1	1.1	1381	-8.1%	0.44	1103	i	-17	-1.3	0.9	1.3%	7.6	4.7	612	3.5	19	2	9	-0.21	3.3
CCCCC(=O)Nc1ccc(C(=O)NCCc2ccccc2)cc1	2.2	nt	1.4%	nt	968	i	-30	-1.2	1.2	17%	10	3.6	651	2.6	1	-4	15	-0.14	0.2

# No enrichment for hits (roughly 4% active in at least one column).
